Assay outcomes from PubChem.
AMA1-RON2 inh – inhibitors of Plasmodium falciparum AMA1-RON2 interaction; Potency, µM (series often up to 58.2 µM), for inactives: at the highest dose activity change, negative = inhibition, actives largely listed as inhibitors; hit rate 0.2% among 360,000; AlphaScreen AMA1-biotinylated RON2 peptide binding;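 note: potency is the fitted concentration of half-maximal effect; 0% = vehicle wells and -100% = peptide control; nearly all actives have a fitted effect of over 45% in size; some results filed as inactive show a strong effect at the top dose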
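AMA1 (3D7) with his tag at 25 nM final met compounds first, then biotinylated RON2 peptide at 25 nM; detection used donor plus acceptor beads, 10 µg/mL apiece, read by AlphaScreen after 30 min at room temperature.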
HCMV inh – blocks human cytomegalovirus replication | HFF cells, HCMV-luciferase reporter, 72 h; active compounds read low | activity change, negative = inhibition, % at 57.5 µM | hit rate 4.5% among 410,000; in the data active = activity change below about -60%; inconclusive = no clear call, values can overlap the other calls; inactive = above about -39%
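Two compound doses tested in HFFs infected with HCMV-luciferase, MOI 1 PFU/cell, 72 h at 37C. Lysate luminescence read with OneGlo; data normalized against buffer-only and 10uM Salinomycin inhibitor controls.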
Tb PYK inh – T. brucei pyruvate kinase inhibition; Q57TT1; TbPYK enzyme, Kinase-Glo Plus ATP luminescence, 45 min; Potency, µM (top dose mostly 76.8 µM), for the others: at the top dose activity, negative = inhibition, actives largely listed as inhibitors; hit rate 0.12% among 410,000; note: potency is the fitted concentration of half-maximal effect; nearly all actives have a fitted effect of over 50% in size
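Quantitative HTS: titrated library compounds versus trypanosomal pyruvate kinase in TEA buffer (pH 7.2) containing KCl, MgCl2, BSA and Tween-20. Reactions were initiated with ADP, 130 uM final. Kinase-Glo Plus luminescence was read after 45 min at RT.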
LmPK inhibitor – inhibitors of Leishmania mexicana pyruvate kinase. Q27686. purified LmPK, Kinase-Glo ATP luminescence, 1 h. Potency, µM (doses to about 57.5 µM), for inactives: top-dose activity change, negative = inhibition, hits mostly inhibitors. hit rate 0.37% among 290,000. AID 1721; note: potency is the fitted concentration of half-maximal effect
Target sequence (Q27686 whole entry, looked up): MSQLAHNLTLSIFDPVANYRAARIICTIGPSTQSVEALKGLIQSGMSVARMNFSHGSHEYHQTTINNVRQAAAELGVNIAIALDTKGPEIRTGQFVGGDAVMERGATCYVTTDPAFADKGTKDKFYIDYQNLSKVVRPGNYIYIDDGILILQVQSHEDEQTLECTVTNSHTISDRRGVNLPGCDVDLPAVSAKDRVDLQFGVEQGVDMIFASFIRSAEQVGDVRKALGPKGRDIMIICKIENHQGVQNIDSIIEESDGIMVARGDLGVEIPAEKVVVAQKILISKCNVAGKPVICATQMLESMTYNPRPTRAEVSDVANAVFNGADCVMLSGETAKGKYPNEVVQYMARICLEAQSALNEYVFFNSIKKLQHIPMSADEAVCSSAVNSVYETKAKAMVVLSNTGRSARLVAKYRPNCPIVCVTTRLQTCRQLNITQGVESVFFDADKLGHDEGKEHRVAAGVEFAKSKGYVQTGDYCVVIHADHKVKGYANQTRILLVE
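Purified LmPK (0.1 nM) with 0.5 mM PEP and 0.1 mM ADP in imidazole buffer pH 7.2 with MgCl2/KCl, 1 h at room temperature. ATP formed was read by luciferase luminescence and normalized to no-enzyme and uninhibited controls.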
AmpC inh no detg – AmpC beta-lactamase inhibition without detergent; P00811; AmpC nitrocefin hydrolysis, absorbance 480 nm, 0.0001% Triton; Potency, µM (highest dose often 57.1 µM), for the others: top-dose activity change, negative = inhibition, usual class: inhibitors; hit rate 0.52% among 330,000; AID 485341;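 note: potency is the fitted concentration of half-maximal effect; plate controls were no compound for no effect and no enzyme for full effect; nearly all actives have a fitted effect of over 20% in size; some results filed as inactive show a strong effect at the top dose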
Target sequence (P00811 whole entry, looked up): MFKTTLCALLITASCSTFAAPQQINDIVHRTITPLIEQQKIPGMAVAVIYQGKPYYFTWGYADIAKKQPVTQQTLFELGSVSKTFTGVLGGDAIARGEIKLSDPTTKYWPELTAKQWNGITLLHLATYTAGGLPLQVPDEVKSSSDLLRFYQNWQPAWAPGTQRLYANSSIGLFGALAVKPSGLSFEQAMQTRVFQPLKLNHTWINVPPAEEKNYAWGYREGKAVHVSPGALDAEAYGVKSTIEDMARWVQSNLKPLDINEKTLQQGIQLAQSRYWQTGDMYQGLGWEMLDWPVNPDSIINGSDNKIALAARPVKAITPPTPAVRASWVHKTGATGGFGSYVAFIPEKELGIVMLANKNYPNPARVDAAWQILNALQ
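AmpC (5.3 nM in the dispensed reagent) in 20 mM phosphate pH 7.0 with 0.01% (detergent screen) or 0.0001% Triton X-100 was preincubated with compounds for 15 min at room temperature. Nitrocefin was then added from an 800 uM solution, and hydrolysis was followed at 480 nm.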
Sm TGR inh – S. mansoni TGR enzyme inhibition; Potency, µM (titrated, usually from 114 µM), without a hit: at the highest dose activity change, negative = inhibition, usual class: inhibitors; hit rate 3% among 360,000; Q962Y6; purified TGR, DTNB reduction, TNB absorbance 405 nm; note: potency is the fitted concentration of half-maximal effect; nearly all actives have a fitted effect of over 60% in size
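TGR 20 nM + NADPH 100 uM (dispensed conc.), cpd preinc 15 min RT; start with NADPH (500 uM addition) then DTNB (15 mM addition). Kinetic TNB absorbance, 405 nm filter. Four-parameter Hill fit across titration.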
AmpC inh detg – inhibitors of E. coli AmpC beta-lactamase with detergent; P00811; AmpC hydrolysis of nitrocefin, absorbance 480 nm, 0.01% Triton; Potency, µM (series often up to 114 µM), for inactives: at the top dose activity change, negative = inhibition, hits mostly inhibitors; hit rate 0.041% among 370,000; AID 485294;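 note: potency is the fitted concentration of half-maximal effect; 0% = no-compound wells and -100% = no-enzyme wells; nearly all actives have a fitted effect of over 25% in size; some results filed as inactive show a strong effect at the top dose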
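20 mM phosphate pH 7.0 + 0.01% (detergent screen) or 0.0001% Triton X-100; 5.3 nM AmpC reagent; cpd preinc 15 min RT; nitrocefin (800 uM stock) to start; A480 q20 s × 4 min; Activity was normalised to no-enzyme and no-compound control wells.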
Active calls of the source: *; ? = inconclusive; · = not tested or not shown; & = joins results of further samples; [ ] = another dose, or the depositor's remark. Unless noted, calls come from the whole dose curve; as a rule, active = well fitted curve in the direction sought with a large enough effect; inconclusive = small, poorly fitted or top-dose-only effect, or another doubt; inactive = no such curve, though single readings can be large; an effect the other way counts as inactive or inconclusive. Unless noted, % is set by controls: 0 for no effect and ±100 for the full control effect.

Results follow in this order: AMA1-RON2 inh, HCMV inh, Tb PYK inh, LmPK inhibitor, AmpC inh no detg, Sm TGR inh, AmpC inh detg
Nc1nonc1C(=O)NCCNC(=O)c1cccs1
→ 5%, 51, 2%, 2%, -15%, 5%, ?
COc1cc2c(c(OC)c1OC)-c1ccc(OC)c(=O)cc1[C@@H](NC(C)=O)CC2
→ 8%, -89*, -8%&2%, -5%, 2%, -14%, ?
O=C(CSc1ccc2nnc(-c3cccnc3)n2n1)Nc1ccc(F)cc1F
→ -12%, -30, -6%, -6%, -3%, 2%, -8%
Cc1ccccc1Nc1nc(N)nc(CSc2nnc(C)n2C)n1
→ 26%, 53, -12%, -4%, -29%, -2%, -4%
O=C(Nc1cccnc1)C1CCN(S(=O)(=O)c2cccs2)CC1
→ 13%, ?, 6%, -1%, -28%, 2%, -3%
COc1ccc(C(=O)Cn2c(N3CCOCC3)nc3ccccc32)cc1OC
→ ·, ·, ·, -4%, 3%, -10%, -9%
C[C@]12CCC3C(CC[C@H]4C[C@H](N)CC[C@]34C)C1CC[C@H]2O (stereo not given in full)
→ -2%, -24, -7%, -2%, 4%, -14%, 3%
COc1ccc(C(=O)/C=C/C(=O)N(Cc2ccccc2OC)C(C(=O)NC2CCCCC2)c2ccncc2)c(O)c1 (stereo not given)
→ -30%, ?, -14%, -2%, 220%[activator], -12%, -10%
Cc1ccc(C(=O)NCC(=O)N2CCN(c3ccccc3O)CC2)s1
→ 0%, 33, -5%, ·, ·, ·, ·
CCOc1cc(/C=N/NC(=O)c2cccnc2)ccc1OCC(=O)N1CCOCC1
→ 8%, 26, -2%, -1%, -12%, -2%, -3%

Remaining list, next part
Results follow in this order: AMA1-RON2 inh, HCMV inh, Tb PYK inh, LmPK inhibitor, AmpC inh no detg, Sm TGR inh, AmpC inh detg
Cc1ccc(-n2nc3c(N4CCC(C(=O)NC(C)C)CC4)nnc(C)c3c2C)cc1
→ ·, -10, 0%, ·, ·, 4%, 12%
O=C(CCSc1nc(-c2ccco2)cc(C(F)(F)F)n1)NCC1CCCO1 (stereo not given)
→ 4%, -34, -11%, -2%, 42%, 9%, -11%
C=CCNC(=O)C(C#N)c1nc2ccccc2nc1N1CCN(Cc2ccccc2)CC1 (stereo not given)
→ 20%, ·, 10%, 8%, 10%, 1%, 2%
CC(=O)Nc1ccc(NC(=O)CCn2c(=S)oc3ccccc32)cc1
→ 13%, -18, 0%, 2%, -10%, -9%, -9%
CC(=O)Nc1ccc(S(=O)(=O)NC2CCS(=O)(=O)C2)cc1Cl (stereo not given)
→ 8%, 14, -6%, -4%, -12%, 1%, 6%
Cc1ccc2c(c1)cc1c(=O)n(CC(=O)NC3CCCCC3)nc(C)n12
→ ·, -23, 0%, ·, ·, -4%, 26%
CCS(=O)(=O)Nc1ccc(C2=NN(C(=O)c3ccco3)C(c3ccc(C)cc3)C2)cc1 (stereo not given)
→ -3%, -3, -9%, 5%, -24%, 0%, 4%
Cc1cc(C(=O)N2CCC(C(=O)O)CC2)c(C(F)(F)F)o1
→ 11%, 1, 1%, 11%, -8%, 4%, 4%
Cc1ccc(S(=O)(=O)NNC(=O)c2cccc(O)c2)cc1
→ -3%, -3, -1%, 0%, -7%, 13%, 5%
COCC(=O)Nc1ccccc1C(=O)Nc1ccc(OC)cc1
→ -14%, 82, 1%, -3%, -7%, -21%, ?

More results
Results follow in this order: AMA1-RON2 inh, HCMV inh, Tb PYK inh, LmPK inhibitor, AmpC inh no detg, Sm TGR inh, AmpC inh detg
COc1ccc(NC(=O)C(=O)NCCCO)cc1Cl
→ 0%, 33, -3%, -1%, -17%, -11%, 0%
O=C(NCCS(=O)(=O)N1CCN(c2ccccc2)CC1)c1ccco1
→ -18%, -6, -8%, ·, ?, 23%, -15%
O=C(Nc1ccc([N+](=O)[O-])cc1)c1cccc(S(=O)(=O)Nc2cccnc2)c1
→ -8%, -30, 2%, -3%, -32%, -15%, 2%
COc1ccc(CCNC(=O)Cn2nnc(C(=O)Nc3ccc(Br)cc3)c2N)cc1OC
→ 26%, 6, -6%, 5%, -12%, -3%, -2%
O=C(Cn1cc([N+](=O)[O-])cn1)NCc1ccc(-n2cccn2)cc1
→ -6%, -9, 5%, 5%, -9%, 7%, 4%
O=C(NCCc1nc2ccccc2[nH]1)/C(=C/c1ccco1)NC(=O)c1ccco1
→ 7%[11.6 µM], 45, -4%, -2%, -24%, -20%, 0%
Cc1ccc(OCC(=O)NCCCNC(=O)c2cccnc2)cc1C
→ -16%, 26, 9%, 1%, 0%, -7%, ?
CC[C@H]1C=C[C@@H](C(C(=O)OC)C(=O)OC)CN1C(C)=O
→ 15%, 3, 4%, ·, ·, ·, ·
CCOc1ccc(Nc2nc3c(c(=O)[nH]2)CCCC3)cc1
→ 8%, -10, 2%, -4%, -23%, -3%, -9%
Cc1cc(C)cc(NC(c2cccc(Cl)c2)c2nnc(-c3ccccc3)o2)c1 (stereo not given)
→ ·, -5, 1%, ·, ·, 1%, 3%

Later entries:
Results follow in this order: AMA1-RON2 inh, HCMV inh, Tb PYK inh, LmPK inhibitor, AmpC inh no detg, Sm TGR inh, AmpC inh detg
CCCN1C(=O)c2ccccc2NC1c1ccc(Cl)c(Cl)c1 (stereo not given)
→ -3%, -14, -20%, 4%, -28%, -76%, 2%
CCN(CC(=O)NC(C)C)C(=O)c1ccc(Cl)cc1
→ -7%, -38, -2%, -3%, -28%, -5%, ?
CC(C)c1ccc(/C=c2\sc3nc(-c4ccncc4)nn3c2=O)cc1
→ 1%, 44, -12%, 4%, -23%, -12%, -2%
Cc1ccccc1Cn1c(SCc2ccc(C(=O)NCCc3ccccc3)cc2)nc2ccncc21
→ ·, -6, -7%, ·, ·, 0%, 21%
CC(C)c1ccc(NC(=O)CSc2nc3ccccc3nc2Cc2ccccc2)cc1
→ ·, -12, 5%, ·, ·, 6%, 14%
CCN1CCN(Cc2c(O)ccc3c(=O)c(Oc4ccccc4C(C)C)c(C(F)(F)F)oc23)CC1
→ ·, -6, -11%, ·, ·, -28%, 4%
CCCOc1ccc(-c2csc3ncn(Cc4ccc(C(=O)O)cc4)c(=O)c23)cc1
→ -6%, ?, 4%, -1%, -25%, 1%, 0%
COc1cc(NC(=O)C2(C)CCN2C(C)C)cc(OC)c1OC (stereo not given)
→ 0%, 2, -1%, ·, ·, ·, ·
O=C(O)CSc1ccc(S(=O)(=O)N2CCCC2)cn1
→ 3%, 79, -9%, ·, -19%, 50µM*, 7%
CC(=O)N1CCN(c2ccc(NC(=O)c3cccc(Cl)c3Cl)cc2)CC1
→ 52%[activator], -35, 1%, -2%, 21%, -13%, -14%

Exported as labelled records: 3 of the compounds above
CC(C)c1ccc(NC(=O)CSc2nc3ccccc3nc2Cc2ccccc2)cc1
  AMA1-RON2 inh: ·; HCMV inh: -12; Tb PYK inh: 5%; LmPK inhibitor: ·; AmpC inh no detg: ·; Sm TGR inh: 6%; AmpC inh detg: 14%
CCN1CCN(Cc2c(O)ccc3c(=O)c(Oc4ccccc4C(C)C)c(C(F)(F)F)oc23)CC1
  AMA1-RON2 inh: ·; HCMV inh: -6; Tb PYK inh: -11%; LmPK inhibitor: ·; AmpC inh no detg: ·; Sm TGR inh: -28%; AmpC inh detg: 4%
CCCOc1ccc(-c2csc3ncn(Cc4ccc(C(=O)O)cc4)c(=O)c23)cc1
  AMA1-RON2 inh: -6%; HCMV inh: ?; Tb PYK inh: 4%; LmPK inhibitor: -1%; AmpC inh no detg: -25%; Sm TGR inh: 1%; AmpC inh detg: 0%

(more compounds)
| SMILES | AMA1-RON2 inh | HCMV inh | Tb PYK inh | LmPK inhibitor | AmpC inh no detg | Sm TGR inh | AmpC inh detg |
| --- | --- | --- | --- | --- | --- | --- | --- |
| Cn1nnnc1SCCCNCc1cccc(OCc2ccccc2)c1 | · | -39 | -7% | · | · | 25% | 9% |
| Cc1ccc(/C=N/Nc2cc(C)nc(NCc3ccccc3)n2)cc1 | -8% | -12 | -2% | 4% | -32% | 13% | 8% |
| CCN(CC)S(=O)(=O)c1cc(C(=O)Nc2ccccc2[N+](=O)[O-])ccc1Cl | ? | 9 | -6% | 3% | -51% | -10% | -3% |
| Nc1ccc(SCC(=O)Nc2cccc([N+](=O)[O-])c2)cc1 | -3% | 8 | -6% | -3% | -36% | -2% | -10% |
| CCCN(CC(=O)Nc1ccccc1C)C(=O)c1ccc(S(=O)(=O)N2CCCCC2)cc1 | -13% | 10 | -12% | -8% | 72%[activator] | 1% | 7% |
| O=C(NC(Cc1ccccc1)C(=O)NCCc1ccccn1)c1cccs1 (stereo not given) | 9% | 8 | 5% | -2% | -1% | 3% | -3% |
| C=CCN(c1ccccc1)S(=O)(=O)c1cccc(C(=O)Nc2cc(C)ccn2)c1 | -3% | ? | 3% | · | -2% | 1% | 4% |
| O=C(COC(=O)Cc1c[nH]c2ccccc12)Nc1ccccc1C(F)(F)F | -3%[11.6 µM] | 19 | 5% | · | -13% | · | · |
| COc1ccc(C[C@H]2CN3C(=NC[C@@H]3C(C)C)N2CCNC(=O)CCC2CCCCC2)cc1 | -6% | 55 | 2% | -3% | 61%[activator] | -2% | 8% |
| COC(=O)C1=CO[C@@H](C)[C@@H]2CN3CC[C@]4(C(=O)Nc5ccccc54)[C@@H]3C[C@H]12 | 27% | ? | 1% | 0% | -16% | 0% | -18% |
| Cc1c(Cl)cccc1NC(=S)NCCc1ccc(S(N)(=O)=O)cc1 | -20% | -80* | -5% | 1% | -23% | -31% | 1% |
| Nc1ccc([N+](=O)[O-])cc1C(=O)NNC(=O)c1ccco1 | -6% | -13 | 0% | 0% | -4% | -29% | 8% |
| CSc1cccc(NC(=O)CC2Oc3ccccc3NC2=O)c1 (stereo not given) | 11% | 14 | 1% | 8% | -43% | 5% | -12% |
| O=C(CC1CCCCC1)Nc1nc2ccccc2s1 | 6% | 70 | 3% | 5% | -21% | · | -13% |
| O=c1cc(-c2c(F)c(F)c(F)c(F)c2F)oc2ccccc12 | 2% | ? | 12% | -6% | -12% | 1% | 4% |
| CC(C)c1cccc(-c2csc(C(O)c3ccc(F)c(F)c3)n2)c1 (stereo not given) | 11% | -70* | -3% | · | · | · | · |
